Assay outcomes from PubChem BioAssay.
EP2 antag: blocks the human prostaglandin E2 receptor EP2; P43116; C6 glioma cells expressing human EP2, cAMP TR-FRET; cells stimulated with saturating PGE2; inhibition, % at 25 µM; actives 0.52% (n = 260,000);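 active = percent inhibition above 40 after rounding to a whole number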;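 note: rat C6 glioma host cells with rolipram phosphodiesterase inhibitor present; the protocol text gives 20 µM as final concentration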
TRPML3 ag: activates the human TRPML3 channel; activation, % at 3 µM; actives 0.29% (n = 220,000); HEK293 TRPML3-YFP, Fluo-8 calcium fluorescence; 100% = the carbachol control signal;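 active = activation above its plate's cutoff, the mean activation of the plate's test wells plus 3 SD, cut at about 12% in these data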;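 note: 0% = DMSO only wells and 100% = carbachol wells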
Target sequence (Q8TDD5 whole entry, looked up): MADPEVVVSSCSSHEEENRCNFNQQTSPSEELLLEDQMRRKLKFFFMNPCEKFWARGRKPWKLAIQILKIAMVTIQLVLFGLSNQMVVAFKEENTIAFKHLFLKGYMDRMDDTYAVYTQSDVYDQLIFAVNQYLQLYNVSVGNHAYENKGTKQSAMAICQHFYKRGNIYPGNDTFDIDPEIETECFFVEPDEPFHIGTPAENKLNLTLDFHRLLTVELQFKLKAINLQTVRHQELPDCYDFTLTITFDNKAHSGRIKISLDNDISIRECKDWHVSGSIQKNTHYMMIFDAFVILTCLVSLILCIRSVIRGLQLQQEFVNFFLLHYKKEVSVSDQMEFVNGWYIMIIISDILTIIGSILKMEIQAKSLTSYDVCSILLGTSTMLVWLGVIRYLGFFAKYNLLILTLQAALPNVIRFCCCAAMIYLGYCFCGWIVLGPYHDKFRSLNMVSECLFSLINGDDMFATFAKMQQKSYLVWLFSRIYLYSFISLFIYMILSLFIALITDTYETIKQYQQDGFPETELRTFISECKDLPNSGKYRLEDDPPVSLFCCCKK
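Test system: TRPML3-YFP stable HEK293 cells. Doses: single point at 3 µM. Incubation: dye loading 1 h 37 °C then 30 min ambient, 125 s read. Signal: Fluo-8 calcium dye fluorescence, ex 470-495, em 515-575 nm. Measure: percent activation from peak-to-basal fluorescence ratio, scaled between DMSO and carbachol.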
EP2 modulator: modulators of human EP2 prostaglandin E2 receptor; EP2-expressing cells, cAMP HTRF FRET, PGE2 co-stimulation; actives 0.83% (n = 260,000); AID 940; induction, % at 25 µM;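 active = compounds whose cAMP rise, as percent of the full-agonist control response, exceeds 60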;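 note: rat C6 glioma line stably carrying human EP2 under a CMV promoter; the protocol text gives 20 µM as final concentration; 100% = response of wells given 1 µM PGE2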
PPC-1+TRAIL kill: kills PPC-1 cancer cells in the presence of TRAIL; PPC-1 cells + TRAIL, ATPLite viability luminescence; actives 0.41% (n = 220,000); cell killing (% activity), % at 4 µM; AID 1443;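 active = cell killing above 50% in the first pass at 4 µM, then a duplicate retest at 5 µM averaging 50% or more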;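 note: plate controls were cells with TRAIL plus DMSO for no effect and medium-only wells lacking cells for full effect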
NPY-Y1 PAM-ag: human NPY-Y1 potentiation or agonism, primary screen; activation, % at 3.6 µM; NPY-Y1 expressing cells, potentiator/agonist activation; actives 0.37% (n = 220,000); P25929; in the data active = activation above about 33%, passing the limit was not always enough;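 note: cells stimulated with NPY at EC10 then isoproterenol at EC100; 0% = low agonist plus stimulus and 100% = saturating agonist plus stimulus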
14-3-3 Bad PPI: disrupts binding of bovine 14-3-3 zeta to phospho-Bad peptide; P63103; TR-FRET 14-3-3zeta/Dy647-pBad peptide displacement, 1 h; inhibition, % at 21.7 µM; actives 0.71% (n = 220,000); AID 781;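 active = inhibition above about 70%, limit read from the data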;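 note: 0% = full 14-3-3 plus peptide FRET controls and 100% = background without 14-3-3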
Target sequence (P63103 whole entry, looked up): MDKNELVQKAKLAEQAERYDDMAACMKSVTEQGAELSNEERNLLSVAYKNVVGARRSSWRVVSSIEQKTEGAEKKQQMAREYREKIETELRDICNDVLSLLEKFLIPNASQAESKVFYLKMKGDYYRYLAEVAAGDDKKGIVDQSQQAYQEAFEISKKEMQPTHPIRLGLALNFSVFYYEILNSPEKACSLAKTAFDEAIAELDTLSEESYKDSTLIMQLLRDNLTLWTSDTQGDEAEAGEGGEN
NPY-Y1 antag: antagonists of human neuropeptide Y receptor Y1 | HEK293-CNG Y1 cells, membrane potential fluorescence; NPY at EC95, then isoproterenol | actives 1% (n = 200,000) | P25929 | inhibition, % at 3.6 µM;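 active = inhibition above the campaign mean inhibition of all tested compounds plus 3 SD, cut at about 20% in these data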;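 note: 0% = DMSO wells given NPY plus isoproterenol and 100% = isoproterenol alone without NPY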
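Material: HEK293 cells with Y1 receptor plus CNG channel; times: compound incubation 1 h at room temperature, readout 45 min post-stimulation; signal: fluorescence, membrane potential probe; read-out basis: fluorescence ratio normalized to % inhibition between controls; benchmarks: full-block control isoproterenol-only wells, zero-block control NPY plus isoproterenol wells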
zfTRPN1 agonist: agonists of zebrafish TRPN1 channel; HEK293 zebrafish TRPN1-YFP, Fluo-8 calcium fluorescence; 100% = response to 87 µM carbachol; activation, % at 3 µM; actives 0.18% (n = 220,000); AID 1424;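 active = activation above its plate's cutoff, the mean activation of test wells on that plate plus 3 SD, cut at about 19% in these data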;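 note: 0% = DMSO alone and 100% = 87 µM carbachol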
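Material: zebrafish TRPN1-YFP in HEK293 cells. Doses: one dose of 3 µM, 0.3% DMSO. Incubation: dye 1 h 37 °C plus 30 min RT. Measured by: intracellular calcium fluorescence with Fluo-8.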
CHOP inh: blocks CHOP induction under ER stress. actives 3.8% (n = 220,000). inhibition, % at 10 µM. CHO-K1 CHOP-promoter luciferase, tunicamycin-induced, 15-18 h;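 active = compounds that reduced the stress-induced luciferase reporter signal by more than about 70% of percent inhibition, limit read from the data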;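 note: 0% = tunicamycin plus vehicle and 100% = wells without tunicamycin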
The depositor's hits bear a star; · = no result given; [ ] = remark or other dose. Only part of the results is shown, so the mix of outcomes need not match the whole.

SMILES	EP2 antag	TRPML3 ag	EP2 modulator	PPC-1+TRAIL kill	NPY-Y1 PAM-ag	14-3-3 Bad PPI	NPY-Y1 antag	zfTRPN1 agonist	CHOP inh
COc1cc(/C=N/NC(=O)COc2ccc(Cl)cc2)ccc1OS(=O)(=O)c1ccc(C)cc1	7	1.0	-2	10	-8	-5	3	1.9	68
CCCn1ncc([C@@H]2C[C@H]3CN(Cc4cccc(Cl)c4)C(=O)[C@]34CCCN24)c1C	6	0.6	30	9	4	-5	0	0.7	-8
Cc1ccc(-n2c(SCC(=O)N/N=C/c3c(C)nn(-c4ccccc4)c3C)nc3ccccc3c2=O)cc1	4	0.8	10	12	9	19[fluorescence artefact?]	-5	1.0	-29
COc1ccccc1NC(=O)Nc1cccc(C(=O)O)c1	12	0.2	25	-4	8	-12	-3	0.1	23
O=C(CSc1n[nH]c(-c2ccccc2F)n1)NCC(=O)Nc1ccc(F)c(F)c1F	3	-0.1	14	9	-16	-11	4	-1.5	4
COc1ccccc1CNC(=S)NC1CCCC1	8	2.9	10	7	9	-3[fluorescence artefact?]	2	-0.7	9
CCCCCN1CC(O)=C(c2nc3ccccc3[nH]2)C1=N	5	0.7	-61	7	-1	-2	0	3.1	-32
CC(Sc1nnnn1C1CCCCC1)C(=O)O (centres undefined)	1	0.7	6	·	19	-3	13	0.3	9
O=c1c2ccccc2nc2ccc(NCc3ccco3)nn12	7	0.4	20	17	7	0	0	0.4	-5
CCN1C(=O)c2cccc3c(S(=O)(=O)NCc4cccnc4)ccc1c23	11	0.6	30	7	-4	10	2	0.0	-66
O=C1c2ccccc2C(=O)N1CCc1nc2ccccc2c(=O)n1-c1ccccn1	8	-0.4	3	22	-6	0[fluorescence artefact?]	0	-0.7	-6
O=C(O)c1ccc(CS(=O)(=O)c2cccc(C(F)(F)F)c2)o1	6	1.1	27	·	2	0[fluorescence artefact?]	1	1.0	6
CC(=O)Nc1ccc(C(=O)OCC(=O)/C(C#N)=C(\C)N)cc1	5	0.3	11	12	9	-5	6	1.8	-3
Cc1cccc(C)c1NC(=O)COC(=O)c1c2c(nc3ccccc13)/C(=C\c1ccc3c(c1)OCO3)CCC2	8	40*	-1	16	20	-9	2	135*	2
O=C(Nc1ccc(F)c(Cl)c1)Nc1cnccn1	6	0.8	-62	7	22	-10	5	1.0	24
COc1ccccc1CC(=O)NCC(c1ccco1)N1CCCCC1 (centres undefined)	9	1.1	0	34	-16	-2	3	-0.5	17
CCCCCCCNC(=O)COc1ccc2c(c1)C(=O)CC(C)(C)O2	3	-1.0	32	-5	-8	2	13	-1.9	54
Cc1onc(-c2ccccc2Cl)c1C(=O)NC(=S)NCC(=O)c1ccccc1	9	0.7	21	16	0	-16	4	2.0	-43
COc1ccccc1NS(=O)(=O)c1ccc(C)c(NC(=O)NCCCl)c1	13	-0.4	-7	21	10	-2	·	-1.8	26
Cc1ccc(C)c(NC(=O)CSc2nc3c(oc4ccccc43)c(=O)n2-c2ccccc2)c1	6	-0.5	25	-2	-12	-7	3	-0.9	26
CCOC(=O)Cc1csc(NC(=O)CSc2nnc3ccccn23)n1	4	0.7	-3	7	2	1	-5	0.6	-21
CC1(C)Cc2c(sc(/N=C/N3CCOCC3)c2C#N)C(C)(C)N1	·	1.0	-2	9	-9	3	4	0.9	39
CCC(Cc1ccccc1)NC(=O)Cn1ncc2ccsc2c1=O (centres undefined)	9	0.4	10	4	0	-5	-5	-0.4	-3
COc1ccc(-n2c(=O)c3c(C)c(C)sc3n(Cc3cccc(F)c3)c2=O)c(OC)c1	5	1.1	61*	-30	8	-4	4	1.9	17
Cc1ccc(-n2nc3ccc(NC(=O)c4ccco4)cc3n2)cc1	11	0.6	-24	12	-6	44[fluorescence artefact?]	4	2.7	48
O=C(CN1CCN(S(=O)(=O)c2ccc(Br)cc2)CC1)Nc1ccc2c(c1)OCCO2	12	0.8	-8	26	20	3	3	-0.2	33
Cc1c(NC(=O)Nc2ccccc2Cl)sc(=S)n1C	15	1.0	-23	5	22	-3[fluorescence artefact?]	-2	0.6	19
CC(C)NC(=O)C1CCN(C(=O)C(C(=O)c2ccccc2)n2cc(Cl)ccc2=O)CC1 (centres undefined)	4	0.3	15	1	4	-12	1	1.7	21
Cc1ccc(C)c(CSc2nnc(C)c(=O)[nH]2)c1	8	0.8	11	20	7	-23	3	0.7	2
CN1CCN(C(=O)C2CCC(CNS(=O)(=O)c3cccc4cccnc34)CC2)CC1 (centres undefined)	9	0.0	-8	21	2	1	-4	1.1	-9
COC(=O)c1sccc1NC(=O)C1C2C=CC(O2)C1C(=O)O (centres undefined)	7	0.3	2	-20	7	13	-1	0.1	29
CSc1nc2ccccc2n1Cc1c(Cl)cccc1Cl	8	0.1	65*	1	14	-4[fluorescence artefact?]	3	-2.8	38
C#CCNc1nc(C)nc2c1nnn2Cc1ccccc1F	10	0.0	15	-6	-2	-6[fluorescence artefact?]	1	-1.0	26
CCOc1ccc2[nH]cc(S(=O)(=O)c3ccc(Cl)cc3)c(=O)c2c1	5	-0.3	-20	-6	10	-8	12	-0.9	26
C#CCOCCOCCOCCNc1nc(N2CCN(C(=O)[C@H](Cc3cc4ccccc4[nH]3)n3cc([C@@H](N)Cc4ccc(O)cc4)nn3)CC2)nc(N2CCN(C(=O)[C@H](Cc3cc4ccccc4[nH]3)n3cc([C@@H](N)CC(C)C)nn3)CC2)n1	·	·	-14	-12	·	36	·	·	-14
CCOc1ccc(N(CC(=O)NCc2cccc(OC)c2)S(=O)(=O)c2c(C)noc2C)cc1	17	0.8	26	20	-15	-8	1	-1.4	47
CCCN(CCC)CCNC(=O)C1c2ccccc2C(=O)N(CCOC)C1c1ccc(F)cc1 (centres undefined)	2	0.7	9	9	1	-6[fluorescence artefact?]	0	-1.0	1
COc1ccc(OCC(O)Cn2c(=N)n(CCN3CCOCC3)c3ccccc32)cc1 (centres undefined)	11	0.2	-63	-6	-3	13	9	1.6	-5
COc1ccc(CN2C(=O)c3cccnc3C2O)cc1 (centres undefined)	1	1.4	10	-1	-3	87*	7	-0.9	4
COc1ccc(/C=N/NC(=O)c2cccc(NC(=O)c3ccc(F)cc3)c2)c(C(=O)O)c1OC	10	0.3	12	23	1	-5	-4	0.2	-6

Random excerpt: 4 entries already listed, in no set order.
SMILES	EP2 antag	TRPML3 ag	EP2 modulator	PPC-1+TRAIL kill	NPY-Y1 PAM-ag	14-3-3 Bad PPI	NPY-Y1 antag	zfTRPN1 agonist	CHOP inh
COC(=O)c1sccc1NC(=O)C1C2C=CC(O2)C1C(=O)O (centres undefined)	7	0.3	2	-20	7	13	-1	0.1	29
O=C(CN1CCN(S(=O)(=O)c2ccc(Br)cc2)CC1)Nc1ccc2c(c1)OCCO2	12	0.8	-8	26	20	3	3	-0.2	33
C#CCNc1nc(C)nc2c1nnn2Cc1ccccc1F	10	0.0	15	-6	-2	-6[fluorescence artefact?]	1	-1.0	26
C#CCOCCOCCOCCNc1nc(N2CCN(C(=O)[C@H](Cc3cc4ccccc4[nH]3)n3cc([C@@H](N)Cc4ccc(O)cc4)nn3)CC2)nc(N2CCN(C(=O)[C@H](Cc3cc4ccccc4[nH]3)n3cc([C@@H](N)CC(C)C)nn3)CC2)n1	·	·	-14	-12	·	36	·	·	-14

Later entries.
SMILES	EP2 antag	TRPML3 ag	EP2 modulator	PPC-1+TRAIL kill	NPY-Y1 PAM-ag	14-3-3 Bad PPI	NPY-Y1 antag	zfTRPN1 agonist	CHOP inh
Cc1ccc(NC(=O)CSCC(=O)N2CCOCC2)cc1	3	0.8	8	-13	3	0	6	0.5	13
CCC(C)Nc1c2c(nc3c(-c4ccccc4)c(C)nn13)CCC2 (centres undefined)	4	-0.7	18	-10	-2	-3[fluorescence artefact?]	3	-0.7	8
Cc1ccc(-c2cnn(-c3cccc(C(F)(F)F)c3)c2N)cc1	2	-0.9	-31	-23	29	3	-2	-0.8	23
C/C(Cc1ccccc1)=N\NC(=O)CNC(=O)c1ccccc1O	9	-0.1	-17	-6	-2	-5	·	-0.5	8
COCCCn1c(SCC(=O)N2CCc3ccccc32)nnc1-c1ccoc1C	9	-0.1	·	·	-1	·	-1	0.7	·
COC(=O)c1ccc(C23CC4(C2)[C@H](CN(Cc2ccc(C(F)(F)F)cc2)[C@@H]4c2ccccc2)C3c2ccc(Cl)nc2)cc1 (some centres undefined)	8	·	6	7	·	7	·	·	-10
Cc1nnc(-c2ccco2)c2cn(-c3cccc(Br)c3)nc12	9	-0.1	28	31	7	-10	-3	-0.9	40
O=C(NCCN1CCN(c2ccccc2)CC1)c1cccn2c(=O)c3ccccc3nc12	7	0.1	18	-11	2	-10[fluorescence artefact?]	2	-0.3	30
CC1(C)Cc2c(c(N3CCOCC3)nc3sc4c(NCC5CCCO5)nnnc4c23)CS1 (centres undefined)	10	-0.6	16	9	5	0	·	1.0	0
Cc1ccc(S(=O)(=O)CCC(=O)NCc2ccccc2Cl)cc1	9	0.3	-4	20	8	-21[fluorescence artefact?]	2	-1.6	18
CCO[C@H]1OC(C(=O)O)=C[C@@H](c2ccc3c(c2)OCO3)[C@@H]1CCCO	14	0.5	-10	6	4	-10	-1	0.4	6
Nc1nc(CSCc2ccccc2)nc(N2CCOCC2)n1	5	1.8	18	-1[5 µM]	-26	-12	7	1.1	2
CN(C)S(=O)(=O)c1cccc(NC(=O)COC(=O)/C=C/c2ccco2)c1	9	1.0	20	16	9	11	9	0.4	-12
COc1ccc(OC)c2c1sc(=NC(=O)c1cccc(N3C(=O)CCC3=O)c1)n2C	15	0.2	2	3	6	-11[fluorescence artefact?]	0	0.9	-34
COc1cccc(-c2nc(N)nc(SC)c2C#N)c1	4	-0.2	-47	25	-1	4	·	1.1	1
CCOC(=O)c1sc(NC(=O)c2cc(S(=O)(=O)N3CCOCC3)ccc2C)nc1C	20	0.1	10	5	-33	8	5	1.0	52
COc1ccccc1N(CC(=O)NCC1CCCO1)C(=O)Cn1nnc(-c2cccs2)n1 (centres undefined)	6	-0.2	-21	-7	19	2	1	0.8	-1
O=C1COc2ccc(S(=O)(=O)N3CCc4ccccc43)cc2N1	5	0.0	-22	-12	20	0	·	1.4	19
CCOc1ccc(C(CC(=O)O)NS(=O)(=O)c2ccc(C)cc2)cc1OC (centres undefined)	·	-0.2	10	17	-1	3	6	1.2	-7
COc1ccc(CN(C(=O)c2cccc(OC)c2)C2CCS(=O)(=O)C2)cc1 (centres undefined)	10	0.2	10	1	11	-4	·	0.9	0
O=[N+]([O-])CC(=Nc1ccc(Cl)cc1)N/N=C\c1oc(O)c2ccccc12	·	0.7	11	25	-12	13	0	-0.8	-12
COc1cc(SC)ccc1C(=O)Nc1ccc(C)cc1C	6	0.3	-6	18	-28	-9	12	0.5	1
O=C(COc1ccccc1F)Nc1ccc(S(=O)(=O)NCc2ccco2)cc1	24	0.8	-32	24	42	-3	-2	4.8	-2
CCC1Oc2ccc(C)cc2N(CC(=O)N(Cc2ccc(C)o2)C2CC(C)(C)NC(C)(C)C2)C1=O (centres undefined)	7	0.4	-6	12	-45	-7	8	1.1	26
